Pemphigus Ab inh = inhibitors of pemphigus antibody binding to DSG3, primary screen, biochemical, bead-based, flow cytometry, scFv-GFP | Desmoglein-3 (Homo sapiens), P32926 | binding (percent of control), % at 10 µM | DSG3-coupled beads, scFv-anti-DSG3-GFP binding; active compounds read low | AID 588358, 2011 | 0.48% of 310,000 active;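 active means binding more than 3 SD below its plate's average and above zero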;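 further: hits lower antibody fragment binding to DSG3; some compounds called inactive have numbers as strong as hits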
DAGLB inhibitor = DAGLB lipase inhibitors, primary screen, biochemical, fluorescence, HTS | Diacylglycerol lipase-beta (Homo sapiens), Q8NCG7 | HEK293T DAGLB membrane lysate, EnzChek fluorogenic substrate | inhibition, % at 5.17 µM | 0.059% of 340,000 active; in the data active means inhibition above about 34%;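 further: 0% = enzyme with vehicle and 100% = wells lacking enzyme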
MOR-DOR ag = agonists of OPRM1-OPRD1 heterodimerization, primary screen, cell-based, luminescence; AID 504326, 2011; 0.3% of 340,000 active; activation, % at 9.3 µM; Mu-type opioid receptor (Homo sapiens) + Delta-type opioid receptor (Homo sapiens), …; cells; in the data active means activation above about 18%;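 further: 0% = vehicle-treated cells and 100% = reference agonist; values of inactives mirror those of a sister screen read the other way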
Arr AP2 block = inhibitors of beta-arrestin/AP2 binding, primary screen, biochemical, GPCR trafficking, flow cytometry | beta-arrestin 1 C-terminal peptide binding to AP2 beta2-adaptin appendage (human) | FITC-arrestin peptide / GST-AP2 beads; AP2 beta2 appendage carries R879A mutation | inhibition, % at 10 µM | 0.31% of 340,000 active;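 active means inhibition above a set limit, near 3 SD of compounds lacking own fluorescence, cut at about 54% in these data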;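 further: plate controls were DMSO wells for no effect and 5 µM unlabelled arrestin peptide for full effect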
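test system = AP2 appendage R879A on GSH beads | buffer or medium = PBS plus Tween 20 (0.05%) and BSA (0.1%) | incubation = 12 min plus 1 h, RT | detection = bead flow cytometry, FITC channel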
PKA-R1A activ = activators of PKA-R1A holoenzyme, primary screen, biochemical, fluorescence polarization, Cy5-IP20, bovine R1A, mouse PKAc | cAMP-dependent protein kinase type I-alpha regulatory subunit (Bos taurus) + … | 0.083% of 340,000 active | PKA-R1A dissociation; scaled: DMSO 0%, 113 µM cGMP 100% | activation, % at 11.4 µM;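 active means percent activation above the mean of all tested compounds plus 3 SD, cut at about 19% in these data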;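 further: higher means more PKAc released from R1A so a rise in polarization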
PKA-R2B activ = activators of PKA-R2B holoenzyme, primary screen, biochemical, fluorescence polarization, Cy5-IP20, human. activation, % at 11.4 µM. PKA-R2B holoenzyme dissociation; R2B truncated from residue 108, S112A mutant; 0% DMSO only, 100% 113 µM cGMP. cAMP-dependent protein kinase catalytic subunit beta (Homo sapiens) + cAMP-dependent …. 0.079% of 340,000 active. AID 504700, 2011;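 active means activation above a cutoff set at the mean over all compounds plus 3 SD, cut at about 18% in these data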;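 further: higher means more holoenzyme dissociation and a rise in polarization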
HTR5A inv ctr = HTR5A inverse agonists in luminescence cell assay, primary screen, counter-screen for OPRM1-OPRD1 heterodimer inverse agonist project, full-deck HTS; AID 504634, 2011; 5-hydroxytryptamine receptor 5A (Homo sapiens), P47898; HTR5A cell line, inverse agonism; 0.083% of 340,000 active; inhibition, % at 9.3 µM; in the data active means inhibition mostly above about 23%, no sharp cut-off; inactive means mostly below about 18%;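 further: 0% = cells with DMSO and 100% = no-cell wells with DMSO; some compounds called inactive have numbers as strong as hits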
V-ATPase pH = regulators of yeast V-ATPase proton pumping, primary screen, pHLuorin cytosolic pH fluorescence; response, % at 10 µM; S. cerevisiae; 0.37% of 350,000 active; AID 504577, 2011; in the data active means response mostly above about 7.3%, no sharp cut-off; inactive means mostly below about 5.4%; further: actives read high; inactives centre near 0; some compounds called inactive have numbers as strong as hits; reference of the scale not given here
HTR5A ag = HTR5A agonists in luminescence cell assay, primary screen, counter-screen for OPRM1-OPRD1 heterodimer agonist project, full-deck HTS; 5-hydroxytryptamine receptor 5A (Homo sapiens), P47898; cell-based; activation, % at 9.3 µM; 0.61% of 340,000 active; in the data active means activation mostly above about 9.5%, no sharp cut-off; inactive means mostly below about 7.6%;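 further: 0% = cells with vehicle only and 100% = reference agonist; strong numbers were not always called active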
MOR-DOR inv ag = inverse agonists of MOR-DOR heterodimerization, primary screen, cell-based, luminescence. 0.21% of 340,000 active. inhibition, % at 9.3 µM. cell-based MOR-DOR heterodimer luminescence, inverse agonism. Mu-type opioid receptor (Homo sapiens) + Delta-type opioid receptor (Homo sapiens), …; in the data active means inhibition above about 22%, passing the limit was not always enough;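 further: 0% = cells with DMSO and 100% = wells without cells with DMSO; values of inactives mirror those of a sister screen read the other way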
Numbers without * were called inactive; . = not tested or not shown; & = joins results of further samples.

SMILES	Pemphigus Ab inh	DAGLB inhibitor	MOR-DOR ag	Arr AP2 block	PKA-R1A activ	PKA-R2B activ	HTR5A inv ctr	V-ATPase pH	HTR5A ag	MOR-DOR inv ag
O=S(=O)(/C=C/c1ccccc1)N1CCN(c2nc(-c3ccccc3)nc3ccccc23)CC1	99	-6	-0.5	-18	-16	0	7	-1	-2	3
O=C(NCCCCNCCCNC(=O)c1ccccc1)c1ccccc1	87	1	-0.7	2	-17	3	-3	3	7	4
Fc1ccc(/C=N/Nc2cc(N3CCOCC3)ncn2)cc1	97	-2	-3.1	-7	-2	-2	24	2	1	15
FC(F)(F)c1nc2ccccc2nc1N/N=C/c1ccc(Cl)cc1	92	15	3.0	34	-18	-10	-10	-4	9	-14
C[C@H](CO)N1C[C@H](C)[C@@H](CN(C)C(=O)Nc2ccccc2)Oc2c(NS(=O)(=O)c3ccccc3)cccc2C1=O	96	-1	-0.1	11	5	1	17	1	-5	1
Cc1ccccc1NC1=NC(C)(C)N=C(N)N1	100	-3	-1.9	6	-3	-5	14	1	0	11
CCN(C(=O)COC(=O)/C=C/c1ccc(C)o1)c1c(N)n(Cc2ccccc2)c(=O)[nH]c1=O	92	1	-1.0	-3	-6	-21	11	2	-4	7
Cc1cc(NC(=O)CCC(=O)N(c2ccc(F)cc2)C(C(=O)NC2CCCC2)c2ccccc2)no1 (configuration not stated)	104	1	-0.2	21	2	7	-24	-1	1	1
N[C@@H](Cc1cc(I)c(Oc2ccc(O)c(I)c2)c(I)c1)C(=O)O	89&102	22&-1	.	1&2	-20&9	-10&4	-5&-26	1&-1	1&3	.
c1ccc(CSc2nnc(Cc3ccccc3)o2)cc1	103	-5	0.8	-21	7	4	0	3	0	-4
Cc1ccc2nc(SCc3nnc(-c4ccccc4)o3)[nH]c2c1	108	-2	-1.3	-3	-3	-4	-23	-2	-10	7
Cc1ccc(S(=O)(=O)NC(C)(C)C)cc1C(=O)OCC(=O)N1CCCC1=O	116	0	-0.6	16	-1	20*	17	10	-1	4
CCc1nnc(NC(=O)c2ccc(Cl)c(S(=O)(=O)N3CCc4ccccc43)c2)s1	102	3	-2.4	22	-6	-2	-24	-1	9	10
CCC(=O)Nc1nnc(S(=O)(=O)N2CCc3ccccc32)s1	97	-1	-1.4	13	-18	-17	20	-1	-7	7
CC(C)N(CC(N)=O)c1ccc(S(=O)(=O)N2CCCC2)cn1	.	-2	-2.2	-11	-2	-10	-16	-3	6	9
COCCCn1c(Cc2csc(Nc3ccccc3)n2)nnc1SCC(N)=O	.	2	-1.4	0	4	0	4	-2	-2	8
CCOc1ccccc1C1CC(=O)Nc2cc(OC)c(OC)c(OC)c21 (configuration not stated)	.	0	-2.3	-15	2	0	-8	11	8	10
Clc1ccc(CNc2nc(CN3CCOCC3)nc3scc(-c4ccccc4)c23)cc1	.	-2	5.4	-4	-11	-3	-21	-2	0	-28
CC(C)[C@H](NC(=O)C1CCN(C(=O)[C@H](Cc2ccccc2)NC(=O)OC(C)(C)C)CC1)C(=O)O	105	-4	-3.8	34	4	-2	-5	1	1	17
CC1Cc2nc(SCC(=O)NC3CCCCC3)n(C)c(=O)c2S1 (configuration not stated)	99	-1	-0.9	1	7	3	2	3	1	5
Cc1ccc(S(=O)(=O)N(C)c2ccc(OCC(=O)NCc3ccco3)cc2)cc1	108	-2	-1.8	9	-3	4	-9	-2	-4	9
Cc1cc(C)n(-c2ncccc2[N+](=O)[O-])n1	.	0	-1.1	3	4	0	-13	1	5	6
Cc1ccc2c(C)c(C(=O)N3CCN(Cc4ccc5c(c4)OCO5)CC3)oc2c1C	96	-20	5.6	-1	6	6	-5	1	1	-29
Cc1cc(SCC(=O)N/N=C/c2ccc(O)cc2O)c(C)cc1Br	98	1	1.7	3	0	0	8	0	6	-8
COc1ccc(OCC(=O)N/N=C/C=C/c2ccccc2)cc1	82	1	1.7	-4	1	1	7	-2	-3	-11
CCCCN(C(=O)CSc1nnc(-c2ccccc2)o1)c1c(N)n(CCC)c(=O)[nH]c1=O	110	2	0.2	-7	7	-3	5	0	-2	-1
CC(=O)c1cccc(NC(=O)CSc2nc(C3CC3)nc3ccccc23)c1	122	-5	0.1	15	2	9	7	-1	1	-1
O=C(NCc1cccnc1)Nc1ccccc1C(F)(F)F	109	-4	-2.3	-7	-5	9	5	5	5	7
CCCCc1ccc(NC(=O)CN2NS(=O)(=O)c3ccccc3C2=O)cc1	105	3	-1.8	9	-7	-6	-12	5	4	8
Cc1ccc(CCn2c3c(c4ccccc42)CN(C)CC3)cn1	106	-1	-0.7	7	-10	-2	-2	-1	-7	4
CCn1nnc(NC(=O)C(C)(c2ccccc2)c2ccccc2)n1	98	1	-1.5	-8	0	-8	-24	3	4	8
Cc1ccc2nc(Cl)c(/C=N/NC(=O)CN3CCOCC3)cc2c1	92	1	-2.0	0	4	-11	-5	5	2	10
O=C(CSc1nnc(-c2ccco2)o1)Nc1ccccc1Cl	102	1	-0.5	-13	10	0	-2	-1	1	2
Clc1ccc(COc2ccccc2-c2ccnc3ncnn23)cc1	98	0	-1.1	17	-4	-7	-5	1	2	6
CCCCCCCCCCCCN1[C@@H](CC(C)=O)c2cc(F)cc(F)c2S1(=O)=O	101	-2	-1.6	5	-7	-2	11	4	-3	9
COc1ccc(CCNC(=O)CSc2nnc(-c3ccc(F)cc3)o2)cc1OC	89	3	-2.5	-10	-7	-6	13	0	1	14
CC(CCc1ccccc1)NC(=O)Cc1ccccc1 (configuration not stated)	97	-4	-1.8	-10	4	0	-18	1	5	10
O=S1(=O)N=C(N2CCN(c3ccc(F)cc3)CC2)c2ccccc21	98	1	-0.4	-3	11	-18	15	1	3	2
NNC(=O)c1ccc2nc(-c3ccc(Br)cc3)cn2c1	107	-2	2.9	-11	13	-8	-14	3	5	-15
CCN(CC)C(=O)CSc1nc(O)c(Cc2ccccc2)c(=O)n1-c1ccc(C)cc1	96	-2	-1.7	43	5	2	-39	1	1	9

In a second layout: entries from further up.
Structure | Pemphigus Ab inh | DAGLB inhibitor | MOR-DOR ag | Arr AP2 block | PKA-R1A activ | PKA-R2B activ | HTR5A inv ctr | V-ATPase pH | HTR5A ag | MOR-DOR inv ag
Clc1ccc(COc2ccccc2-c2ccnc3ncnn23)cc1 | 98 | 0 | -1.1 | 17 | -4 | -7 | -5 | 1 | 2 | 6
CCCCCCCCCCCCN1[C@@H](CC(C)=O)c2cc(F)cc(F)c2S1(=O)=O | 101 | -2 | -1.6 | 5 | -7 | -2 | 11 | 4 | -3 | 9

Other records follow.
SMILES	Pemphigus Ab inh	DAGLB inhibitor	MOR-DOR ag	Arr AP2 block	PKA-R1A activ	PKA-R2B activ	HTR5A inv ctr	V-ATPase pH	HTR5A ag	MOR-DOR inv ag
Cc1ccc(N2C(=O)[C@@H]3[C@H](C2=O)[C@H]2C=CC=NN2[C@@H]3C(=O)Nc2ccc(Cl)cc2)cc1	.	0	-2.3	0	-2	-12	5	-5	1	14
C/C(CC(=O)NCc1ccccc1Cl)=N/NC(=O)c1ccccn1	110	0	0.3	-8	6	4	-28	-1	0	-3
COc1ccc(C(=O)N=C2CCC(C#N)=C3c4cc(OC)c(OC)cc4CCN23)cc1	93	1	-2.1	-7	-8	-8	9	0	1	13
Cc1ccc(S(=O)(=O)N2CCC3(CC2)OCCN3S(=O)(=O)c2cccs2)cc1	82	0	0.6	-22	2	-2	-8	-1	-8	-3
O=C1CC(NS(=O)(=O)c2cccs2)CN1c1ccc(F)cc1 (configuration not stated)	101	-3	-2.6	11	3	-5	20	6	1	13
O=C(NCc1cccc(C(F)(F)F)c1)c1ccc2c(c1)OCO2	98	-5	-1.8	26	6	-8	20	0	3	9
COc1cc(NC(=O)c2ccc(CNc3c(N4CCOCC4)c(=O)c3=O)cc2)cc(OC)c1	101	-1	-1.2	-2	3	1	-7	0	2	7
Cc1cc(NC(=O)CSCCO)no1	.	2	-0.2	-2	-2	-2	4	-1	-2	1
CC1(OC(=O)CCc2ccccc2)C(=O)C=C2C=C(c3ccc(C#N)cc3)N(CCc3c[nH]c4ccccc34)C=C2C1=O (configuration not stated)	101	5	6.9	2	-2	-16	-32	5	20*	-39
CNC(=O)N(C1=NCCCCC1)c1ccc(Br)cc1	107	-1	-1.6	0	-10	-17	7	0	0	7
CCOC(=O)C1(CCc2ccccc2)CCN(Cc2ccc(O)cc2)CC1	101	0	6.8	4	7	9	2	4	-1	-35
COC(=O)C1CCN(C(=O)c2ccc(Cl)c(S(=O)(=O)NCc3cccnc3)c2)CC1	105	0	0.0	8	-2	-10	-18	-2	7	0
COCCNC(=O)CN(c1ccc(OC)c(OC)c1)S(=O)(=O)c1ccc(C)cc1	.	-4	-3.1	-6	0	-5	-1	5	0	13
COc1cccc2c1C(=O)c1ccc3ccccc3c1C2=O	102	-6	2.9	2	-16	3	10	-5	11	-12
Cc1ccc(C(=O)Nc2ccc(Br)cc2)cc1S(=O)(=O)Nc1ccccn1	121	2	-1.3	-3	6	-6	15	-3	0	7
NC(=O)c1cc(S(=O)(=O)NCc2cccs2)cs1	113	-13	-1.0	-12	-5	0	3	-1	1	5
CCN(CC)C(=O)Oc1ccc2c(=O)c(-c3ccc(OC)cc3)coc2c1	85	-5	3.7	-3	1	-13	3	-3	6	-20
CC(=O)Nc1ccc(Nc2nc(-c3sc(NC(C)=O)nc3C)cs2)cc1	109	2	-2.3	19	-2	0	-10	-1	3	11
CCN(CC)S(=O)(=O)c1cc(OC)c(C)cc1C	95	-1	-1.6	0	-7	7	2	-1	1	8
Cc1csc(NC(=O)c2c(-c3c(F)cccc3Cl)noc2C)n1	111	-6	-0.1	7	-1	4	-8	3	-2	0
Cc1noc(C)c1S(=O)(=O)Nc1ccccc1Cl	.	2	-2.3	-9	1	3	3	-3	-1	12
CCCc1cc(=O)[nH]c(SCCCCN2C(=O)c3ccccc3C2=O)n1	97	-2	-0.6	31	-6	-11	11	-5	-3	3
CCOc1cc(/C=C2\CN(CC)C/C(=C\c3ccc(O)c(OCC)c3)C2=O)ccc1O	106	-6	-6.2	38	0	-8	18	3	-5	28
COCc1c(C(=O)N/N=C/C2CC=CCC2)nnn1-c1nonc1N (configuration not stated)	103	-1	0.0	1	1	-6	-9	-1	3	0
CCCOc1ccc(C(=O)Nc2ccc(S(=O)(=O)N3CCN(C)CC3)cc2)cc1	95	1	-2.1	-12	-4	-7	-25	-3	-4	10

Assay outcomes: PubChem BioAssay, several laboratories
